OX1R antag-1: blocks the human orexin 1 receptor. O43613. CHO/OX1R cells, Fluo-8 calcium fluorescence, orexin A. inhibition, % at 5 µM. hit rate 0.43% among 330,000. AID 434989;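 active = inhibition above its plate's threshold, mean inhibition of all tested compounds on the plate plus 3 SD, cut at about 37% in these data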;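 note: 0% = orexin A challenge wells and 100% = SB-334867-A antagonist wells; not every result past the cut was called active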
Target sequence (O43613 whole entry, looked up): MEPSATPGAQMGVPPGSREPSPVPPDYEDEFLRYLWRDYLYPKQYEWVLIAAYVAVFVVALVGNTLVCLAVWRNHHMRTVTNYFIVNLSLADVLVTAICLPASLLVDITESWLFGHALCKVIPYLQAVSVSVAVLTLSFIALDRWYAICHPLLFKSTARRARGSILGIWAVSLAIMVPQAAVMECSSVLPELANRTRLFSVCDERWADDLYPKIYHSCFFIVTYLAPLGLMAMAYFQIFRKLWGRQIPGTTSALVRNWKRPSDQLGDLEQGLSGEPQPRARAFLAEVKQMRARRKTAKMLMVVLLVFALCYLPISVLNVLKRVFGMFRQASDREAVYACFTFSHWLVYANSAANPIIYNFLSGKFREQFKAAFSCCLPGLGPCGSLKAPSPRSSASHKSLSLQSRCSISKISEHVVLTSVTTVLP
OX1R antag-2: blocks the human orexin 1 receptor; hit rate 1.8% among 330,000; AID 485270; OX1R-expressing cells, FRET antagonist read-out; O43613; inhibition, % at 6.6 µM; in the data active = inhibition mostly above about 38%, no sharp cut-off; inactive = mostly below about 40%;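 note: 0% = agonist challenge alone and 100% = reference antagonist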
STK33 inh: human STK33 kinase inhibition; purified STK33, MBP phosphorylation, ADP-Glo luminescence; inhibition, % at 10 µM; hit rate 0.073% among 320,000; AID 2661;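 active = inhibition at or above 25%, using the most active replicate where run in duplicate; inactive = inhibition below 25%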
Target sequence (Q9BYT3 whole entry, looked up): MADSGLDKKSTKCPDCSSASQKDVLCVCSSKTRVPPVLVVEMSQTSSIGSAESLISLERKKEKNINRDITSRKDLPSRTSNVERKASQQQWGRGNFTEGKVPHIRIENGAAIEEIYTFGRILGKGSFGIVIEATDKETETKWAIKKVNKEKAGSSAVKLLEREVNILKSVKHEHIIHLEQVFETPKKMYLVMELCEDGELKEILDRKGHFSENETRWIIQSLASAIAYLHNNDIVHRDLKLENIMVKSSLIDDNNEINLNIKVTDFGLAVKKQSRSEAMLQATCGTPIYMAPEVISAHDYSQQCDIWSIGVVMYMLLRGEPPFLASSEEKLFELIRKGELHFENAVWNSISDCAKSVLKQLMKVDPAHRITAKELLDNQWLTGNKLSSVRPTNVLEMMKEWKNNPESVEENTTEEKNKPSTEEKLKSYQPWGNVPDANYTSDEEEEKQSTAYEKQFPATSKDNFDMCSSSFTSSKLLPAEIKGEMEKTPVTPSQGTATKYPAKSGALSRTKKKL
Numbers without * were called inactive.

SMILES | OX1R antag-1 | OX1R antag-2 | STK33 inh
COc1ccc(-c2nc(NC(=O)c3[nH]c(C)c(C(C)=O)c3C)sc2C)cc1 | -20.2 | 18.8 | -0.6
Cc1onc(-c2ccccc2)c1C(=O)N/N=C/C(Br)=C/c1ccccc1 | 0.4 | 22.0 | -3.2
COc1ccc(-c2cnnn2-c2ccc(NC(=O)c3ccco3)cc2)cc1OC | -40.4 | 14.2 | 0.5
N#C/C(=C\c1ccc(N2CCCCC2)c([N+](=O)[O-])c1)c1nn(-c2ccccc2)c(N)c1C#N | 2.5 | 3.1 | -0.1
O=C(NCC1CCN(Cc2ccccc2Cl)CC1)Nc1cccc(Cl)c1 | -12.8 | 1.6 | -2.7
CNc1ccccc1C(C)(C)c1cn(-c2ccc([N+](=O)[O-])cc2)nn1 | 4.7 | 14.5 | -0.8
COCCNC(=O)/C(C#N)=C/c1ccc(-c2ccc(S(=O)(=O)N3CCOCC3)cc2)o1 | -16.8 | 26.7 | 1.1
CC(=O)c1cccc(OCC(=O)OCC(=O)Nc2cc(S(=O)(=O)N3CCCCC3)ccc2C)c1 | -8.5 | 9.5 | -0.7
Cc1ccc(C(=O)C(OC(=O)CNC(=O)c2ccc(Cl)cc2)c2ccccc2)cc1 (configuration not stated) | -14.6 | 23.6 | 0.3
CCC1CCC(NC(=O)Nc2cccc(OC)c2)CC1 (configuration not stated) | -46.4 | 11.6 | -0.8
O=C(O)Cc1ccc(C(=O)c2ccccc2F)s1 | -24.9 | 11.6 | -1.0
COc1cc(Br)cc2cc(C(=O)NCC3CCCO3)c(=O)oc12 (configuration not stated) | -15.8 | 9.8 | 0.3
CCOc1ccc(S(=O)(=O)N(CC)CC)cc1NC(=O)c1ccc(N2CCCC2=O)cc1 | -28.6 | -3.2 | -0.6
COC(=O)CCCNC(=O)OCc1ccc([N+](=O)[O-])cc1 | 0.0 | 34.7 | -1.0
COC(=O)c1ccc(C2C(C(=O)c3cc4ccccc4o3)=C(O)C(=O)N2CCCN(C)C)cc1 (configuration not stated) | -10.4 | 21.1 | -1.4
CCc1nnc(SCC(=O)NC2CC2)n1CC | 2.4 | 6.5 | -1.8
Cc1ccc(-c2noc(CN(C)C(=O)c3ccoc3C)n2)cc1 | -9.5 | 24.2 | -1.0
CCCCC(=O)NC(c1ccccc1)c1ccc2cccnc2c1O (configuration not stated) | -24.8 | 26.9 | 0.5
Cn1c(=O)c2c(ncn2CC(=O)OCC(=O)Nc2ccccc2Cl)n(C)c1=O | -15.6 | 7.1 | -0.9
CCOC(=O)c1csc(NC(C)=O)n1 | -14.7 | 10.3 | -1.4

One compound at a time (already shown):
Cn1c(=O)c2c(ncn2CC(=O)OCC(=O)Nc2ccccc2Cl)n(C)c1=O is entered as OX1R antag-1: -15.6; OX1R antag-2: 7.1; STK33 inh: -0.9
N#C/C(=C\c1ccc(N2CCCCC2)c([N+](=O)[O-])c1)c1nn(-c2ccccc2)c(N)c1C#N is entered as OX1R antag-1: 2.5; OX1R antag-2: 3.1; STK33 inh: -0.1
CC(=O)c1cccc(OCC(=O)OCC(=O)Nc2cc(S(=O)(=O)N3CCCCC3)ccc2C)c1 is entered as OX1R antag-1: -8.5; OX1R antag-2: 9.5; STK33 inh: -0.7

Single entries from the list:
COC(=O)c1ccc(C2C(C(=O)c3cc4ccccc4o3)=C(O)C(=O)N2CCCN(C)C)cc1 (configuration not stated) in STK33 inh = -1.4
Cn1c(=O)c2c(ncn2CC(=O)OCC(=O)Nc2ccccc2Cl)n(C)c1=O in OX1R antag-1 = -15.6
CCc1nnc(SCC(=O)NC2CC2)n1CC in OX1R antag-2 = 6.5
O=C(O)Cc1ccc(C(=O)c2ccccc2F)s1 in STK33 inh = -1.0
CCCCC(=O)NC(c1ccccc1)c1ccc2cccnc2c1O (configuration not stated) in OX1R antag-2 = 26.9

(further entries)
SMILES | OX1R antag-1 | OX1R antag-2 | STK33 inh
CCC(CO)NCc1ccc(OCC(O)c2ccccc2)c(OC)c1 (configuration not stated) | -13.9 | 15.2 | -1.3
CCN(CC)c1ccc(/C=C(/C#N)c2nc3ccc(C)cc3[nH]2)c(OC(C)C)c1 | 115.5* | 19.5 | -0.8
CC[C@@H](C)[C@@H]1CN([C@@H](C)CN2CCC[C@H]2CN2C(N)=NC[C@H]2CC(C)C)C(=N)N1CCc1ccc(Cl)c(Cl)c1 | -8.3 | 6.6 | 2.5
N#Cc1ccccc1S(=O)(=O)N1CCN(Cc2c(O)ccc3ccccc23)CC1 | -1.1 | 4.4 | 0.2
CCN(CC)C(=O)CN(c1cc(Cl)ccc1OC)S(=O)(=O)c1ccc(C)c([N+](=O)[O-])c1 | 39.4 | 74.3* | -0.2
COc1ccc(N=Cc2c(O)c3ccccc3n2C(C)=O)cc1 | -7.7 | 12.2 | 16.0
COc1ccc2[nH]c3c(Cl)ncnc3c2c1 | -10.1 | 13.0 | 3.3
Fc1ccc(C2CCCN2Cc2nc(Cc3ccccc3F)no2)cc1 (configuration not stated) | -16.7 | 12.8 | -1.4
CCSC1=C(C#N)C(c2ccc(OC)c(OC)c2)CC(=O)N1 (configuration not stated) | -17.0 | 20.9 | 0.3
COc1ccc(/C=N/Nc2cc(C)nc(N3CCOCC3)n2)c(OC)c1 | -16.5 | 3.3 | -2.1
Cc1cccc(C)c1NC(=O)Cn1c(=O)n(CCCC(=O)NCc2ccco2)c(=O)c2sccc21 | -18.0 | 1.7 | -1.3
Cc1nn(Cc2cccc(C(=O)NCC(C)C)c2)c(C)c1Br | -32.7 | 19.8 | -1.3
CC(C(=O)NCc1ccccc1)N1C(=O)c2ccccc2C1=O (configuration not stated) | -4.9 | 5.3 | -6.3
COc1ccc2oc(C(=O)OC(C)C(=O)N3C(C)CCCC3C)c(C)c2c1 (configuration not stated) | -32.6 | 14.0 | -1.1
COc1ccc(NC(=O)CN2CCN(Cc3ccc4c(c3)OCO4)CC2)cc1OC | -7.2 | -2.3 | -0.4
CCC(C)c1ccc(NC(=S)NCCn2cc(Br)cn2)cc1 (configuration not stated) | -27.1 | 8.4 | 1.0
COC(=O)CNc1nc(Cl)nc(N2CCC(C)CC2)n1 | -14.2 | 8.2 | 0.1
CC(C)(C)C(=O)NC(=S)Nc1ccc(Cc2ccncc2)cc1 | 3.4 | 1.6 | -0.9
O=[N+]([O-])c1cccc(-c2nc(-c3cccs3)c(-c3cccs3)[nH]2)c1 | 37.9 | 99.1* | -1.4
Cc1cc(C)c(-c2c(O)c3c(n(C)c2=O)CC(C)(C)CC3=O)c(C)c1 | -6.4 | 19.8 | -2.3
O=C1NC(c2ccc(Br)cc2)Oc2ccccc21 (configuration not stated) | -5.9 | 15.5 | -1.3
Cc1cccn2c(CNC3CCCc4ccccc43)c(C(=O)N3CCCCC3)nc12 (configuration not stated) | -41.3 | 27.2 | -1.5
Cn1cc(CN2CCCC(CO)(Cc3ccccc3)C2)c2ccccc21 (configuration not stated) | -22.6 | 24.6 | -1.5
COc1ccc(NC(=O)CSCC(=O)Nc2ccc(S(=O)(=O)N3CCOCC3)cc2)cc1 | -10.7 | -1.6 | -0.6
CCc1nnc(NC(=O)CSc2nnc(CNC(=O)c3cc(OC)c(OC)c(OC)c3)o2)s1 | -21.9 | 8.0 | -0.8
CCCCNC(=S)Nc1ccc([N+](=O)[O-])cc1 | 17.8 | 37.5 | 1.0
COc1ccc(S(=O)(=O)NCc2cccnc2)cc1OC | -21.0 | -4.2 | -0.3
Cc1ccsc1/C=C1\Oc2cc(OCC(=O)c3ccccc3)ccc2C1=O | -8.7 | 25.0 | -2.3
COc1ccc(S(=O)(=O)N(CCc2ccccc2)CC(=O)NC(C)C)cc1 | -20.3 | 12.3 | -2.5
Cn1c(=O)[nH]c(=O)c2c1nc(Br)n2CCSc1nc2ccccc2o1 | -1.7 | 11.8 | -1.7
CCn1c(SCC(=O)NCc2ccc3c(c2)OCO3)nnc1-c1cccs1 | 7.0 | 6.2 | -0.3
CCCN(CCC)S(=O)(=O)c1ccc(C)cc1 | -9.2 | 4.8 | -0.5
COc1ccc(CNC(=O)CNC(=O)c2c(C)nn(C)c2Cl)cc1 | -12.3 | 9.4 | -0.3
Cc1occc1-c1nnc(SCC(=O)N2CC(=O)Nc3ccccc32)n1CC(C)C | -3.2 | 6.2 | -0.1
O=C(Cc1cccs1)Nc1cccc([N+](=O)[O-])c1 | -19.9 | 10.0 | -0.6
CCCN(C(=O)c1cc(C)ccc1C)c1c(N)n(Cc2ccccc2)c(=O)[nH]c1=O | -12.1 | -0.4 | -0.3
COc1ccccc1NC(=O)C1C2C=CC3(CN(Cc4cccnc4)C(=O)C13)O2 (configuration not stated) | 0.4 | 2.0 | -0.7
COc1cc(NC(=O)CN2C(=O)c3ccccc3S2(=O)=O)c(OC)cc1Cl | -23.6 | 23.8 | -0.5
CCCCN(C(=O)C1=NN(c2ccccc2)C(=O)CC1)c1c(N)n(CC(C)C)c(=O)[nH]c1=O | -11.0 | -1.9 | -1.1
COc1ccc([C@@H]2[C@@H]3C(=O)N(C(C)(C)C)C(=O)[C@@H]3[C@]3(CC(C)C)C(=O)N(c4cccc(F)c4)C(=O)N23)cc1 | -35.8 | -0.7 | 1.3
O=[N+]([O-])c1ccc(/C=N\NS(=O)(=O)c2ccc(F)cc2)o1 | 26.9 | 7.2 | -1.7
Cc1sc2nc(CN3CCOCC3)nc(N3CCC(C(N)=O)CC3)c2c1C | -9.7 | 8.4 | -4.8
Cn1nc(C(=O)N2CCN(c3ccc(F)cc3)CC2)c2c1-c1ccccc1S(=O)(=O)C2 | -24.6 | 53.5 | -1.4
CCCC(C)NC(=O)CSc1nnc2ccccn12 (configuration not stated) | -11.7 | 11.5 | -0.5
Cc1cc(C)cc(NC(=O)Cn2nnc(C(=O)NCc3ccccc3Cl)c2N)c1 | -8.8 | 18.3 | -1.6
COc1ccc2c(c1OC)C(=O)NC(C)=C(C(=O)OC(C)(C)C)C2O (configuration not stated) | -0.2 | 22.9 | -0.7
CCn1c(Cc2ccccc2)nnc1SCC(=O)N1CCCC1=O | 3.9 | 29.3 | -5.5
COc1ccccc1NC(=O)COc1ccc(/C=N/NC(=O)CSCc2cc(C)cc(C)c2)cc1 | -12.2 | 22.4 | -0.6
CCOC(=O)c1ccc(-c2ccc(/C=N/NC(=O)CN(c3ccccc3Br)S(C)(=O)=O)o2)cc1 | -11.3 | 10.1 | -0.2
COc1ccc(C(=O)Nn2c(CC(C)C)nc3cc(Cl)ccc3c2=O)c(OC)c1 | -23.5 | 1.9 | -3.0
Later entries.
SMILES | OX1R antag-1 | OX1R antag-2 | STK33 inh
O=C1C2C3C=CC(C3)C2C(=O)N1c1nc2ccccc2s1 (configuration not stated) | -6.6 | 7.8 | -1.1
O=C1Nc2ccc(Br)cc2/C1=C/c1ccc(C(=O)O)cc1 | 9.3 | 8.9 | 9.5
CCN1C(=O)c2c(C)nc3ccccc3c2C1=O | -20.3 | 39.2* | -1.2
COc1ccccc1NC(=O)OC(C)c1ccc(Cl)cc1 (configuration not stated) | -21.5 | 26.7 | 0.2
CCOC(=O)C(C)On1c(SC(C)C(=O)OCC)nc2ccccc2c1=O (configuration not stated) | -18.4 | 10.8 | 0.1
CC1CCc2sc(C(=O)NCCCn3ccnc3)cc2C1 (configuration not stated) | -5.1 | 3.6 | -1.0
CSCCC(NS(=O)(=O)c1ccc(C)cc1)C(=O)NC1CCCCCC1 (configuration not stated) | -34.4 | 24.6 | -1.0
COC(=O)C1C(=O)OC(C)(C)C1C(C)C(=O)c1ccc(C)cc1C (configuration not stated) | -4.4 | 14.6 | -2.4
CCOc1ccc(NC(=O)CN(C)S(=O)(=O)c2cccc3cccnc23)cc1 | -25.1 | 14.4 | -3.0
CCN1CCCC1CNCc1cc(OC)c(OC)c(OC)c1 (configuration not stated) | -7.0 | 10.8 | -1.4
Cc1cc(C)c(C#N)c(N2CCN(c3ccccc3)CC2)n1 | -29.3 | -5.0 | -1.3
N#Cc1nc(-c2ccc(OCc3ccc(Cl)cc3)cc2)oc1N1CCC(C(N)=O)CC1 | -9.0 | 14.8 | -1.0
O=C1c2ccccc2S(=O)(=O)N1CC(O)Cn1ccc2ccccc21 (configuration not stated) | -8.6 | 4.6 | -1.4
COc1cccc(OC)c1C(=O)Nc1ccccc1N1CCCC1 | -36.5 | 43.5 | -0.2
O=C(CSC1=NS(=O)(=O)c2ccccc2N1)c1ccccc1 | -12.0 | 10.0 | -0.1
O=C(N=C1SC2CS(=O)(=O)CC2N1c1ccc(Cl)cc1Cl)C1CCCO1 (configuration not stated) | -76.9 | 1.5 | -1.6
CCN1CCN(CCCCSc2ccccc2)CC1 | -1.2 | 15.5 | 0.0
CCOC(=O)N1CCN(S(=O)(=O)c2ccc(Br)cc2)CC1 | -31.6 | 9.8 | 0.6
Cc1ccc(NC(=O)CSc2nc3[nH]ncc3c(=O)[nH]2)cc1Cl | -10.4 | 11.3 | -1.7
O=C(C1=C[C@H](c2ccc(C(F)(F)F)cc2)C[C@H](OCc2ccc(CO)cc2)O1)N1CCN(Cc2ccccc2)CC1 | -15.3 | -2.6 | -0.4
O=C(C[n+]1cc(-c2ccc(Cl)c(Cl)c2)n2c1CCC2)OCc1ccccc1 | -8.3 | 14.1 | 0.9
CC(=O)NCCC(=O)Nc1cc(S(=O)(=O)N2CCCCC2)ccc1N1CCCCC1 | -8.8 | 14.4 | 0.7
COc1ccc2c(c1OC)C[N+]1([O-])CCc3cc4c(cc3C1C2)OCO4 (configuration not stated) | 6.3 | 25.5 | 2.6
C[C@@H]1COC(=O)[C@@H](Cc2ccc(F)cc2)C/C=C\C[C@H](CC(=O)N(CCO)Cc2ccccc2)C(=O)N1 | -7.0 | -5.4 | -2.6
O=C(O)c1ccc(-c2noc(-c3ccc(F)cc3)n2)cc1 | 1.3 | 21.4 | 0.9
CC(=O)C1=C(O)C(=O)N(c2cccc(C(=O)O)c2)C1c1ccc(F)cc1 (configuration not stated) | -0.7 | 11.2 | -4.0
O=C(c1cc2ccccc2cc1O)N1CCN(c2ccccn2)CC1 | -24.4 | 17.6 | -0.7
